Screening results from PubChem BioAssay.
TDP1 block = TDP1 (human) enzyme inhibition; AID 485290; recombinant TDP1, AlphaScreen DNA substrate cleavage; 0.28% of 350,000 active; Potency, µM (titrated, usually from 130 µM), for the others: top-dose activity change, negative = inhibition, actives largely listed as inhibitors; Q9NUW8; further: nearly all actives have a fitted effect of over 40% in size
Target sequence (Q9NUW8 whole entry, looked up): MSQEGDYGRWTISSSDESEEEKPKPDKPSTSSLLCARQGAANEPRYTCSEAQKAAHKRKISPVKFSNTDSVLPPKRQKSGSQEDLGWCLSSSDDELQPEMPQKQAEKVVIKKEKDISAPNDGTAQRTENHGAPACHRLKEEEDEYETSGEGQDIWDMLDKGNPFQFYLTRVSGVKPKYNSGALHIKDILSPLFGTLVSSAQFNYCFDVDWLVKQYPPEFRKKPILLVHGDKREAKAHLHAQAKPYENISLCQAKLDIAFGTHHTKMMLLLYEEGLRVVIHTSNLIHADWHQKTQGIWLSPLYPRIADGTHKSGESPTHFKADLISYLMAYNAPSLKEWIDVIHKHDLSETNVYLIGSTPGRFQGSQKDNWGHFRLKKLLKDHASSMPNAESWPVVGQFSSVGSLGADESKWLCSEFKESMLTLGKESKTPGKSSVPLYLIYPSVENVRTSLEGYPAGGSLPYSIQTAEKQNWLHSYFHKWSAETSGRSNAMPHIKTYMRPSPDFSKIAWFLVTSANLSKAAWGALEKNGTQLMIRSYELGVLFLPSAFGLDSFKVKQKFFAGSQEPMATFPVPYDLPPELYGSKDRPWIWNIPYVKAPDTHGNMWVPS
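Recombinant human Tdp1 (E. coli-expressed, 1 nM final) preincubated with compounds 15 min at room temperature, then 5'-biotin/3'-phosphotyrosine-FITC DNA substrate (15 nM final) added for 5 min. AlphaScreen beads (10 ug/ml final) added 10 min; cleavage lowers signal.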
N370S GC = N370S glucocerebrosidase modulation, Gaucher chaperone candidate; 0.092% of 330,000 active; P04062; Potency, µM (doses to about 59.4 µM), without a hit: at the highest dose activity change, negative = inhibition, most hits filed as inhibitors; N370S GC spleen homogenate, 4MU-glucoside fluorescence;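 further: 0% = full enzyme activity and -100% = no enzyme basal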
FEN1 inhibitor = human FEN1 inhibition; P39748; Recombinant FEN1 flap cleavage, fluorescence, 15 min; Potency, µM (doses to about 114 µM), without a hit: at the top dose activity change, negative = inhibition, usual class: inhibitors; 0.35% of 390,000 active; further: nearly all actives have a fitted effect of over 65% in size
Target sequence (P39748 whole entry, looked up): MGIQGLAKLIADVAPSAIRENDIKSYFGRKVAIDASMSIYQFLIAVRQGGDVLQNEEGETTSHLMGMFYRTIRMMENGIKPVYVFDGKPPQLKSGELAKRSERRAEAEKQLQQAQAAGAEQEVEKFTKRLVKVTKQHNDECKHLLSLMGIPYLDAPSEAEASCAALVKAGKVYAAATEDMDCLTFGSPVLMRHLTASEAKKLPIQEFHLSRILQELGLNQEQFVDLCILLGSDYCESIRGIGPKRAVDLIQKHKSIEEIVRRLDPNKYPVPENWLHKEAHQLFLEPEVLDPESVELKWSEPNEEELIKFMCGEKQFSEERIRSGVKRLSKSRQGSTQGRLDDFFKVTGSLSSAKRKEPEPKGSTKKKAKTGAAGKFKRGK
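Steps: FEN1 (10 nM) dispensed; compound added by pin tool; 15 min at room temperature; substrate added to 50 nM final; reads at 0 min and 15 min; data normalized and fitted (four-parameter Hill).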
* marks the source's active call; other numbers are inactive results; & = joins results of further samples; [ ] = remark or other dose. The call rests on the fitted dose curve; in most records, active means well fitted curve in the direction sought with a large enough effect; inconclusive means small, poorly fitted or top-dose-only effect, or another doubt; inactive means no such curve, though single readings can be large; an effect the other way counts as inactive or inconclusive. Unless noted, on the % scale 0 is the no-effect control and ±100 the full control effect; potency means the concentration at half of the fitted maximal effect.

How did C(=C/c1nccc2c1[nH]c1ccccc12)/c1ccc2c(c1)OCO2 do in these assays?
TDP1 block: 2%&1%; FEN1 inhibitor: 45µM*

How did CCc1sc(C(=O)NCCCn2ccnc2)cc1Br do in these assays?
N370S GC: -25%; FEN1 inhibitor: 20%

Results for CN(C)S(=O)(=O)c1cccc(NC(=O)COC(=O)c2cc3ccccc3oc2=O)c1 ?
TDP1 block: 4%; N370S GC: 5%; FEN1 inhibitor: 4%

How did CCOC(=O)c1c(NC(=S)Nc2cccc(C)c2)sc2c1CC(C)(C)SC2 do in these assays?
TDP1 block: -1%; N370S GC: 8%; FEN1 inhibitor: -20%

How did CCCOC(=O)c1ccc(NC(=O)c2cn(CC)c3nc(C)ccc3c2=O)cc1 do in these assays?
TDP1 block: 2%; N370S GC: 20%

Results for O=C(COc1cc(Cl)c(Cl)cc1Cl)NC(=O)NC1CCCC1 ?
TDP1 block: 2%; N370S GC: 3%; FEN1 inhibitor: -8%

Results for O=C(Nc1cccc(NC(=O)c2ccc3c(c2)OCO3)c1)c1ccccc1 ?
TDP1 block: 5%; N370S GC: 4%; FEN1 inhibitor: -8%

What do the screens show for `CCC(=O)N1N=C(c2c(O)n(C)c(=O)n(C)c2=O)CC1c1ccccc1` (stereo not given)?
TDP1 block: 7%; N370S GC: -1%; FEN1 inhibitor: 18%

How did O=C(C1CC1)N1CCc2cc(Br)cc(S(=O)(=O)NCCCN3CCCCC3)c21 do in these assays?
TDP1 block: 2%; N370S GC: -14%; FEN1 inhibitor: 2%

Results for NC(=O)COC(=O)c1ccc(Cl)c(S(=O)(=O)N(Cc2ccccc2)c2ccc(Cl)cc2)c1 ?
TDP1 block: 8%; N370S GC: -25%; FEN1 inhibitor: -12%

Results for CN(C)c1ccc(NC(=O)COC(=O)CNC(=O)c2cccs2)cc1 ?
TDP1 block: 7%; FEN1 inhibitor: 20%

Results for O=C(O)C1CC=CCC1C(=O)NC1CCCCC1 (stereo not given) ?
TDP1 block: 6%; N370S GC: inconclusive; FEN1 inhibitor: 6%

Results for Cc1ccccc1CNC(=O)C(=O)Nc1nccs1 ?
TDP1 block: 8%; N370S GC: 5%; FEN1 inhibitor: -3%

What do the screens show for `COc1ccc(N2CC(C(=O)OCC(=O)Nc3ccccc3C)CC2=O)cc1` (stereo not given)?
TDP1 block: -13%; N370S GC: 2%; FEN1 inhibitor: 0%

Results for O=C(NC(NCC1CCCO1)C(Cl)(Cl)Cl)c1cccc2ccccc12 (stereo not given) ?
TDP1 block: 0%; N370S GC: 9%; FEN1 inhibitor: 1%

Results for CCn1cc(/C=C/c2cc[n+](C)cc2)c2ccccc21 ?
N370S GC: -24%; FEN1 inhibitor: -8%

What do the screens show for `COc1cccc(-c2nc(CS(=O)(=O)CC(=O)Nc3ccccc3Cl)c(C)o2)c1`?
TDP1 block: 5%; N370S GC: -15%; FEN1 inhibitor: -2%

What do the screens show for `CS(=O)(=O)N1CCC(C(=O)NCc2ccc3c(c2)OCO3)CC1`?
N370S GC: 7%; FEN1 inhibitor: -4%

How did Cn1c(N)c(C(=O)NCc2ccccc2Cl)sc1=S do in these assays?
TDP1 block: 12%; N370S GC: 5%; FEN1 inhibitor: -4%

Results for N#CCSc1nc2ccccc2c(=O)n1CCC(=O)NC1CCCCC1 ?
TDP1 block: 3%; N370S GC: 13%; FEN1 inhibitor: 7%

What do the screens show for `CCOc1ccc(CNC(=O)C(C)n2nc(C)c3c(C)n(-c4ccccc4)nc3c2=O)cc1` (stereo not given)?
TDP1 block: 0%; N370S GC: 1%; FEN1 inhibitor: -7%

How did Cc1nc(-c2cc(C#N)c(=O)[nH]c2C)cs1 do in these assays?
N370S GC: 9%; FEN1 inhibitor: -6%

How did COc1cccc(-c2csc(N3CCN(C(=S)Nc4cccc(C)c4)CC3)n2)c1 do in these assays?
TDP1 block: 3%; N370S GC: -2%; FEN1 inhibitor: -19%

Results for Cc1ccc(-n2c(=O)c3sccc3n(CC(=O)NC3CCCC3)c2=O)cc1 ?
TDP1 block: -2%[0.0935 µM]; N370S GC: -3%; FEN1 inhibitor: 3%

What do the screens show for `O=C(O)CC(SCC(=O)Nc1ccccc1)C(=O)O` (stereo not given)?
TDP1 block: 1%; N370S GC: 14%; FEN1 inhibitor: -5%

How did CC(=O)c1ccc(Nc2cc(C)nc3ncnn23)cc1 do in these assays?
N370S GC: -2%; FEN1 inhibitor: 1%

How did CN1CCN(C2=C(Cl)C(=O)N(c3ccc(Cl)c(Cl)c3)C2=O)CC1 do in these assays?
TDP1 block: -8%; N370S GC: -22%; FEN1 inhibitor: -1%

How did COc1ccc(C(=O)CSc2nnc(C3CC3)n2N)cc1 do in these assays?
TDP1 block: 8%; N370S GC: 3%; FEN1 inhibitor: -2%

What do the screens show for `CCN(CC)S(=O)(=O)c1cc(F)ccc1OC`?
TDP1 block: 5%; N370S GC: -7%; FEN1 inhibitor: 3%

What do the screens show for `O=C(Cc1cccs1)NC1CC(=O)N(c2ccc(F)cc2)C1` (stereo not given)?
TDP1 block: 3%; FEN1 inhibitor: 21%

What do the screens show for `Cc1cccc(NC(=O)COC(=O)CCc2c[nH]c3ccccc23)c1C`?
TDP1 block: 7%; FEN1 inhibitor: -5%

What do the screens show for `CCC(C(=O)OCC(=O)NCc1ccc2c(c1)OCO2)c1ccccc1` (stereo not given)?
TDP1 block: 0%; FEN1 inhibitor: 8%

Results for C=CCn1c(SCC(=O)Nc2cc(NC(C)=O)ccc2OC)nnc1-c1cccnc1 ?
TDP1 block: 8%; N370S GC: -10%; FEN1 inhibitor: 0%

Results for CCc1nc2nc(C)c(NS(=O)(=O)c3ccc(Cl)cc3)c(=O)n2[nH]1 ?
TDP1 block: -3%; N370S GC: -8%; FEN1 inhibitor: -10%

What do the screens show for `O=C(NCCN1CCOCC1)C1(C(F)(F)F)C/C(=C\Cc2ccccc2)CCCO1` (stereo not given)?
TDP1 block: 7%; N370S GC: -23%; FEN1 inhibitor: -4%&-6%

What do the screens show for `O=c1[nH]n(-c2ccc(Cl)cc2)c(=O)c(Cl)c1Cl`?
TDP1 block: 6%; N370S GC: -6%; FEN1 inhibitor: 5%

How did COc1ccccc1-c1n[nH]c(=S)o1 do in these assays?
TDP1 block: 8%; N370S GC: 4%; FEN1 inhibitor: -2%

What do the screens show for `NS(=O)(=O)c1ccc(CNC(=O)c2ccc(NS(=O)(=O)c3cccs3)cc2)cc1`?
TDP1 block: 1%; FEN1 inhibitor: 0%

How did Cc1ccc(-c2nnc(-c3cccs3)o2)cc1 do in these assays?
TDP1 block: -5%; N370S GC: 8%; FEN1 inhibitor: -6%

What do the screens show for `Cc1ccc2cc(CCNC(=O)c3ccc(C)c([N+](=O)[O-])c3)c(=O)[nH]c2c1`?
TDP1 block: 5%; N370S GC: inconclusive; FEN1 inhibitor: 2%

How did COc1ccccc1C(=O)NC(=O)COC(=O)c1cccc(OC(F)F)c1 do in these assays?
N370S GC: 3%; FEN1 inhibitor: -16%

How did N#CCCN1CCN(Cn2c3ccccc3c3ccccc32)CC1 do in these assays?
TDP1 block: 1%; N370S GC: 3%; FEN1 inhibitor: 8%

How did O=C(NCc1ccco1)c1nc2nc(-c3cccs3)cc(C(F)(F)F)n2n1 do in these assays?
TDP1 block: -1%; N370S GC: 7%; FEN1 inhibitor: -11%

Results for COC(=O)c1cc2occc2n1Cc1ccc(Cl)cc1 ?
TDP1 block: 0%; N370S GC: 9%; FEN1 inhibitor: -7%

What do the screens show for `CC(C)Cc1nc2oc3c(Cl)ncnc3c2c2c1CCCC2`?
N370S GC: 0%; FEN1 inhibitor: 4%

Results for CC(C)C(NC(=O)C(NC(=O)C1O[C@@H]2OC(C)(C)O[C@@H]2[C@H]2OC(C)(C)O[C@@H]12)C(C)C)C(=O)O (stereo not given in full) ?
TDP1 block: 3%; N370S GC: -11%; FEN1 inhibitor: 20%

Results for COc1cc(-c2ccccc2)nc(N)n1 ?
TDP1 block: -3%; N370S GC: 6%; FEN1 inhibitor: 22%

How did S=c1nc(NCCc2ccccc2Cl)c2ccccc2[nH]1 do in these assays?
N370S GC: -20%; FEN1 inhibitor: -2%

Results for CN(Cc1ccccc1)C(=O)CCCn1c(=O)c2cccn2c2cccnc21 ?
TDP1 block: 3%; N370S GC: -6%; FEN1 inhibitor: -5%

What do the screens show for `CCOC(=O)c1cc(=O)c2ccc(OCc3ccccc3)cc2o1`?
N370S GC: -6%; FEN1 inhibitor: 5%

How did CCC(=O)N1c2ccc(S(=O)(=O)N3CCCC3)cc2CC1C (stereo not given) do in these assays?
TDP1 block: 3%; N370S GC: -7%; FEN1 inhibitor: -7%

Results for COc1cccc(-n2c(SCC#N)nnc2-c2cnccn2)c1 ?
TDP1 block: 4%; N370S GC: 2%; FEN1 inhibitor: 2%

How did COc1cccc(NC(=O)C2CCN(S(=O)(=O)c3ccc4[nH]c5c(c4c3)CCCCC5)CC2)c1 do in these assays?
TDP1 block: 8%; FEN1 inhibitor: 9%

How did C=CCOc1ccc(C2/C(=C(/O)c3ccc4c(c3)CC(C)O4)C(=O)C(=O)N2CCCN2CCOCC2)cc1 (stereo not given) do in these assays?
TDP1 block: 7%[56.1 µM]; N370S GC: -9%; FEN1 inhibitor: -3%

What do the screens show for `O=C(c1ccco1)N1CCN(c2cc(=O)n(-c3ccc(Cl)cc3)c(=O)[nH]2)CC1`?
TDP1 block: 0%; N370S GC: 3%; FEN1 inhibitor: -19%

Results for COc1ccc(C(=O)Nc2cc3c4c(c2)CC(=O)N4CCC3)cc1 ?
TDP1 block: -3%; N370S GC: -3%; FEN1 inhibitor: 1%

What do the screens show for `O=C(c1ccc(COc2ccccc2Cl)o1)N1CCCC1`?
TDP1 block: 4%; N370S GC: 22%; FEN1 inhibitor: -1%

What do the screens show for `Cn1c(=O)c(=O)n(C)c2cc(S(=O)(=O)N3CCOCC3)ccc21`?
TDP1 block: 5%; N370S GC: 5%; FEN1 inhibitor: -9%

What do the screens show for `Nc1nc(COc2ccc(Cl)cc2)cs1`?
TDP1 block: 4%; N370S GC: 5%; FEN1 inhibitor: -9%

How did COc1ccc(-c2noc(=O)n2Cc2ccc(F)cc2Cl)cc1 do in these assays?
N370S GC: -2%; FEN1 inhibitor: 1%

How did C=CCC1C=CC(Oc2ccc(OC)cc2)C(CO)O1 (stereo not given) do in these assays?
TDP1 block: 1%[21 µM]; N370S GC: -1%[12.8 µM]

Results for COc1cc(/C=C/C(O)=C/C(=O)/C=C/c2ccc(O)cc2)ccc1O ?
TDP1 block: 3%; FEN1 inhibitor: -10%

How did COc1ncnc2c1oc1ccccc12 do in these assays?
TDP1 block: 0%; N370S GC: 5%; FEN1 inhibitor: -2%

How did CCOC(=O)c1cccc(NC(=O)c2ccc3c(c2)nnn3C2CCCC2)c1 do in these assays?
TDP1 block: -3%; FEN1 inhibitor: 9%

Results for O=S(=O)(c1ccc(Cl)nc1)N1CCCc2ccccc21 ?
TDP1 block: -3%; N370S GC: 4%; FEN1 inhibitor: -11%

What do the screens show for `Cc1c(NC(=O)CSc2nnc(COc3ccccc3)n2-c2ccccc2)c(=O)n(-c2ccccc2)n1C`?
TDP1 block: 6%; N370S GC: 1%; FEN1 inhibitor: 10%

How did COc1cc2cc(C(C)(C)O)oc(=O)c2cc1OC do in these assays?
TDP1 block: 0%; FEN1 inhibitor: 4%

How did FC(F)(F)c1ccccc1-c1cncnc1NCCc1cnc[nH]1 do in these assays?
TDP1 block: 6%; N370S GC: -5%

Of the compounds above, these have fluorine:
What do the screens show for `CCN(CC)S(=O)(=O)c1cc(F)ccc1OC`?
TDP1 block: 5%; N370S GC: -7%; FEN1 inhibitor: 3%

What do the screens show for `O=C(Cc1cccs1)NC1CC(=O)N(c2ccc(F)cc2)C1` (stereo not given)?
TDP1 block: 3%; FEN1 inhibitor: 21%

What do the screens show for `O=C(NCCN1CCOCC1)C1(C(F)(F)F)C/C(=C\Cc2ccccc2)CCCO1` (stereo not given)?
TDP1 block: 7%; N370S GC: -23%; FEN1 inhibitor: -4%&-6%

How did COc1ccccc1C(=O)NC(=O)COC(=O)c1cccc(OC(F)F)c1 do in these assays?
N370S GC: 3%; FEN1 inhibitor: -16%

How did O=C(NCc1ccco1)c1nc2nc(-c3cccs3)cc(C(F)(F)F)n2n1 do in these assays?
TDP1 block: -1%; N370S GC: 7%; FEN1 inhibitor: -11%

How did COc1ccc(-c2noc(=O)n2Cc2ccc(F)cc2Cl)cc1 do in these assays?
N370S GC: -2%; FEN1 inhibitor: 1%

How did FC(F)(F)c1ccccc1-c1cncnc1NCCc1cnc[nH]1 do in these assays?
TDP1 block: 6%; N370S GC: -5%
